Source: PubChem BioAssay
HUVEC inhibit = inhibitors of HUVEC proliferation, primary screen, cell-based, 384-well; CellTiter-Glo luminescence, 72 h; stronger effect = lower value; viability, % at 10 µM (by protocol); actives 1.1% (n = 86,000);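 active = viability at or below 30%; inactive = viability above 30%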;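 note: 100% = median luminescence of DMSO-only cell control wells on each plate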
Lung fibro prol = antiproliferative effect on LL 47 fibroblasts – human, LL 47 cells, CellTiter-Glo luminescence, primary screen; LL 47 human lung fibroblast viability, ATP luminescence; stronger effect = lower value; viability, % at 10 µM; actives 1.1% (n = 85,000); AID 719, 2007;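 active = viability at or below 50% in the single dose screen; inactive = viability above 50%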;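 note: compound exposure lasted 72 h before the ATP readout; 100% = median luminescence of untreated cell-only wells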
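material = human LL 47 lung fibroblast cells | dosing = compounds added from tenfold dosing solution, 0.1% DMSO final | timing = overnight cell rest, 72 h compound treatment at 37 °C | measured by = CellTiter-Glo luminescence measuring cellular ATP | evaluation = % viability versus median cells-only luminescence | control set = cell-only wells, no compound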
sEH inh = soluble epoxide hydrolase inhibitors, primary screen, biochemical, human sEH | Bifunctional epoxide hydrolase 2 (Homo sapiens), P34913 | recombinant human sEH enzymatic activity assay | inhibition, % at 2 µM | actives 0.34% (n = 91,000); in the data active = inhibition above about 80%; note: values of inactives mirror those of a sister screen read the other way; many of its hits are not listed in these tables
PTPN22 act = LYP phosphatase activators, primary screen, biochemical, DiFMUP fluorescence, 2 µM; Tyrosine-protein phosphatase non-receptor type 22 (Homo sapiens), Q9Y2R2; recombinant LYP; 0 = plate median, 100 = signal doubled; activation, % at 2 µM; actives 0.11% (n = 96,000);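 active = activation at 2 µM above a set limit, the mean plus 5 SD, cut at about 37% in these data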
Target sequence (Q9Y2R2 whole entry, looked up): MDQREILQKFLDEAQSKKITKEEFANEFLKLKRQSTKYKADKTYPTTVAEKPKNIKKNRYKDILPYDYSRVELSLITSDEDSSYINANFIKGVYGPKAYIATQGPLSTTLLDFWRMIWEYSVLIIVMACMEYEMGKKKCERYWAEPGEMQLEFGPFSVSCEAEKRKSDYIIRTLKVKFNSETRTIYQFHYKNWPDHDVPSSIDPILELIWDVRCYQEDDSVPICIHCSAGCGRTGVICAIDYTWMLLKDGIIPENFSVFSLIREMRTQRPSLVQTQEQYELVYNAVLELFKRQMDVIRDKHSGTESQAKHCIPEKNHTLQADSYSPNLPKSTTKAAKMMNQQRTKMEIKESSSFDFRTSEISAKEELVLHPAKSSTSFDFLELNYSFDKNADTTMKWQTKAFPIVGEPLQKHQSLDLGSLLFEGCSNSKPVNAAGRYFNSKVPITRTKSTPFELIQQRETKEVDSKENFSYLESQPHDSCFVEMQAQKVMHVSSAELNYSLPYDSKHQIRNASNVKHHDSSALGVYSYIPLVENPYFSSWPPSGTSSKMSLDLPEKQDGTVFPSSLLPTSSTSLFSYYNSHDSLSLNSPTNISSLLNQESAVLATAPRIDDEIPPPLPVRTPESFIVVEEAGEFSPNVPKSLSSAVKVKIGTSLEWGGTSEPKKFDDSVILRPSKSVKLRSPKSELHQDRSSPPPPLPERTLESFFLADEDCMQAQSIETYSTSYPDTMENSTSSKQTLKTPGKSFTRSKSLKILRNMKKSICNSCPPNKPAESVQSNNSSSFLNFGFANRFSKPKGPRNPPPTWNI
S1P2 blocker = human S1P2 receptor antagonists, primary screen, cell-based | actives 0.21% (n = 97,000) | cell-based S1P2 antagonist assay, inhibition at 5 uM | inhibition, % at 5 µM | Sphingosine 1-phosphate receptor 2 (Homo sapiens), O95136; in the data active = inhibition above about 45%;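 note: CRE beta-lactamase reporter cells expressing human S1P2 stimulated with S1P; 0% = agonist at EC80 alone and 100% = agonist plus reference antagonist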
H69AR growth 86K = proliferation blockers of H69AR lung cancer cells, primary screen, cell-based, human, 86K library. actives 6% (n = 85,000). viability, % at 10 µM. H69AR lung tumor viability, ATP luminescence, 72 h; stronger effect = lower value. AID 598, 2007;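 active = viability at or below 40%; inactive = viability above 40%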;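 note: multidrug resistant small cell line overexpressing MRP-1 efflux transporter; 100% = mean luminescence of untreated control wells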
S1P2 ag = S1P2 receptor agonists, primary screen, cell-based; AID 729, 2007; actives 0.46% (n = 97,000); Sphingosine 1-phosphate receptor 2 (Homo sapiens), O95136; activation, % at 4.5 µM; S1P2-expressing cell line, agonist reporter read-out; in the data active = activation above about 16%;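 note: 0% = vehicle low control and 100% = maximal reference agonist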
sEH activator = soluble epoxide hydrolase activators, primary screen, biochemical, human sEH; Bifunctional epoxide hydrolase 2 (Homo sapiens), P34913; purified human sEH enzymatic activity, activator screen; activation, % at 2 µM; actives 0.04% (n = 91,000); AID 717, 2007; in the data active = activation above about 37%; note: values of inactives mirror those of a sister screen read the other way
PostGolgi ctrl = growth inhibition of yeast control strain, primary screen, counter-screen for post-Golgi transport modulator project; efflux-deficient yeast background strain, growth absorbance A615, 16 h; inhibition, % at 10 µM; actives 5% (n = 98,000); in the data active = inhibition above about 30%
* marks the source's active call; other numbers are inactive results; nt = no result given. An excerpt; the hit share may differ from the screen's.

SMILES	HUVEC inhibit	Lung fibro prol	sEH inh	PTPN22 act	S1P2 blocker	H69AR growth 86K	S1P2 ag	sEH activator	PostGolgi ctrl
CCn1c2ccccc2c2cnc(N=CN(C)C)c(C#N)c21	43	70	-5	-1	4	62	-2	7	16
O=c1cc(N2CCOCC2)[nH]c(=O)n1-c1ccc(Cl)cc1	93	104	nt	nt	1	95	0	nt	9
CCCCn1c(CN2CCN(c3cccc(Cl)c3)CC2)nc2c1c(=O)n(C)c(=O)n2C	80	105	-3	1	1	72	-8	6	19
COc1cccc(/C=N/NC(=O)c2[nH]c(C)c(C(=O)N/N=C/c3cccc(OC)c3O)c2C)c1O	nt	nt	-1	-11	14	nt	-5	3	-5
Cc1cc(C)n2nc(CC(=O)NC3CCCCCCC3)nc2n1	102	99	2	6	11	nt	0	-6	-3
Cc1ccc(C)c(Cn2c(C(=O)OC(C)C)cc3c2ccn3C)c1	107	92	-10	0	-1	78	-3	12	14
Cc1c(CNC(=O)c2nn3c(c2Cl)NC(c2ccccc2)CC3C(F)(F)F)cnn1C (configuration not stated)	98	101	nt	6	-20	99	-4	nt	6
O=C1S/C(=C\c2ccc(N3CCOCC3)o2)C(=O)N1Cc1ccc(F)cc1	nt	nt	12	-6	12	nt	-6	-9	6
COc1cccc(OC)c1C(=O)Nc1cc(Cl)ccc1N1CCOCC1	110	97	2	4	-6	97	-5	2	23
CCN(CC)C(=O)Cn1c(=O)n(Cc2ccccc2Cl)c2c1c(=O)n(C)c(=O)n2C	96	89	-4	1	7	67	-2	8	nt
Cc1cc(Nc2ccccc2)n(-c2ccccc2)n1	89	95	-6	-10	-9	104	-2	6	25
COc1ccc(/C=N/N=C/c2ccc(OC)c(O)c2)cc1O	nt	nt	-14	-4	14	nt	-5	11	-8
CCOc1ccc(NC(=O)CSc2nnc(-c3ccccc3)n2N)cc1	99	98	2	-1	21	97	-3	-2	4
NC(=O)c1ccccc1NC(=O)CCCN1C(=O)CCC1=O	94	98	-9	-5	10	105	-4	3	6
COc1ccccc1C(=O)N1CCCN(C(=O)c2ccccc2OC)CC1	118	102	4	9	4	95	37*	-2	1
Cc1ccc(-c2nc3ccccc3n2C)o1	99	93	-3	2	-3	77	0	5	29
O=C(CS(=O)(=O)Cc1ccccc1)Nc1nc2c(s1)CCCC2	92	100	11	6	-9	88	-4	-13	25
COc1cccc(CNC(=O)CSCc2cnn(-c3ccccc3)c2-n2cccc2)c1OC	100	103	69	-1	-4	67	-4	-69	11
Cc1nn(Cc2cccc(C(=O)NC3CCCCC3)c2)c(C)c1Cl	87	94	48	0	23	83	-6	-47	22
COc1ccc(OC)c(S(=O)(=O)N2Cc3ccccc3CC2C(=O)O)c1 (configuration not stated)	89	99	-7	5	-11	96	-3	12	20
Cc1cc(NC(=O)C2CCN(S(=O)(=O)c3cnc[nH]3)CC2)ccc1Br	92	100	nt	nt	nt	66	nt	nt	-1
Cc1noc(C)c1CSc1nnc(-c2cccnc2)n1C1CCCCC1C (configuration not stated)	90	90	nt	nt	nt	96	nt	nt	-2
CC1=C(C(=O)OC(C)C)C(c2ccccc2Cl)CC(=O)N1 (configuration not stated)	95	94	6	-2	-15	92	1	-6	16
CC(C)OC(=O)c1cccnc1SCc1cc(=O)n2ccccc2n1	89	95	nt	34	-5	80	-5	nt	30
Cc1cc(C)c(C(=O)COc2cccnc2[N+](=O)[O-])cc1C	85	79	3	-4	6	1.1*	2	-1	3
CCCCCCP(=O)(O)c1ccccc1	99	103	-9	-2	20	104	-7	10	7
CCN(CC)S(=O)(=O)c1cccc(NC(=O)COC(=O)CCc2nc3ccccc3s2)c1	103	98	1	-10	4	96	-10	2	0
COC(=O)c1c(NC(=O)Cc2ccccc2)sc(C)c1C	90	87	-1	-10	-33	78	-4	3	2
O=C(CSc1nc(-c2ccc(F)cc2)cs1)N1CCOCC1	113	101	10	9	-14	99	-4	-5	9
O=C(Nc1ccc(N2CCN(C(=O)c3ccccc3)CC2)cc1)c1cc2ccccc2o1	100	86	10	-7	11	83	-2	-8	-2
O=C(NCc1ccc2c(c1)OCO2)c1nn(-c2ccccc2)c(=O)c2ccccc12	102	106	-19	0	-5	83	-3	18	8
O=C(Nc1ccccc1)C1CC(=O)N(C2CCCCC2)C1 (configuration not stated)	96	112	-1	-3	1	106	-9	2	7
Cc1cc(C(C)(C)C)oc1C(=O)N(CC(=O)NC1CCCC1)Cc1ccc(Cl)cc1	nt	nt	0	-17	5	nt	-6	0	4
NC(=O)c1cc(-c2ccccc2)nc(Oc2ccccc2)n1	95	94	2	1	-10	103	-8	0	13
Cc1ccc(CNC(=O)CCNC(=O)c2ccc(Br)o2)cc1	99	104	6	-3	-4	106	-2	-9	20
Cc1ccc(-n2ncc3c(NCc4ccccc4)ncnc32)cc1	93	87	-2	-6	-10	62	0	1	-2
COc1ccc(NC(=O)C2CCN(C(=O)c3ccccc3)CC2)cc1OC	nt	nt	16	14	21	nt	-6	-17	-4
N#Cc1c(Nc2ccc(F)cc2)sc(C(=O)c2ccc(F)cc2)c1N	nt	nt	23	-16	-42	nt	-3	-21	22
CCNc1nc(N)nc(Oc2ccc(OCC)nn2)n1	95	101	20	0	6	89	-5	-17	7
Cc1nc2ncnn2c(C)c1CCC(=O)NCCc1ccccc1	103	109	6	2	-26	98	-3	-4	14
CCCOC(=O)C1=C(C)NC2=C(C(=O)CCC2)C1c1cccs1 (configuration not stated)	99	105	6	-8	17	92	-17	-6	4
O=C(CCS(=O)(=O)c1cc(Br)cc2c1N(C(=O)C1CC1)CC2)NCC1CCCO1 (configuration not stated)	89	109	-17	-2	4	87	-4	12	10
O=C(c1ccc(CNS(=O)(=O)c2cccc(C(F)(F)F)c2)cc1)N1CCOCC1	101	103	18	-8	-16	99	-1	-14	6
OCCN(Cc1ccccc1)Cc1ccccc1Cl	97	96	0	5	2	97	-9	3	0
OC1C2CN3CCN(C2)CC1(Cc1ccccc1)C3 (configuration not stated)	95	93	-4	6	-7	93	1	9	nt
COC(=O)c1cc2c(s1)-c1ccccc1CC2	nt	nt	-16	-5	-21	nt	0	13	7
CCc1cc(-c2n[nH]c(=S)n2C(C)c2ccccc2)cs1 (configuration not stated)	nt	nt	37	-3	-35	nt	-2	-36	27
CCOC(=O)c1c(C)n(C)c2ccc(OCCN(C)C)cc12	84	99	4	7	-20	94	-2	-2	11

Random excerpt: 3 compounds from above, in no set order.
SMILES	HUVEC inhibit	Lung fibro prol	sEH inh	PTPN22 act	S1P2 blocker	H69AR growth 86K	S1P2 ag	sEH activator	PostGolgi ctrl
COc1cccc(OC)c1C(=O)Nc1cc(Cl)ccc1N1CCOCC1	110	97	2	4	-6	97	-5	2	23
Cc1ccc(CNC(=O)CCNC(=O)c2ccc(Br)o2)cc1	99	104	6	-3	-4	106	-2	-9	20
O=C(Nc1ccccc1)C1CC(=O)N(C2CCCCC2)C1 (configuration not stated)	96	112	-1	-3	1	106	-9	2	7

Following part
SMILES	HUVEC inhibit	Lung fibro prol	sEH inh	PTPN22 act	S1P2 blocker	H69AR growth 86K	S1P2 ag	sEH activator	PostGolgi ctrl
O=C(Nc1ccc(Cl)cc1)NC1CCCCC1	98	104	nt	-3	10	71	-7	nt	-6
COc1ccc(N2CCN(C(CNC(=O)c3cccc(Cl)c3)c3cccnc3)CC2)cc1 (configuration not stated)	115	94	28	6	-6	94	-4	-29	4
C=CCOc1ccc(C2OC34CCCCC3C(C#N)(C#N)C2(C#N)C(=N)O4)cc1 (configuration not stated)	77	89	-5	7	-9	13*	-3	1	22
CCCCC(CC)CNC(=O)CN(C)S(=O)(=O)c1cccc2nsnc12 (configuration not stated)	89	98	nt	4	17	81	-8	nt	7
CCn1c(SCC(=O)NC(C)(C)C)nc(O)cc1=O	86	107	-9	6	1	91	-3	8	4
O=C(CN1C(=O)c2ccccc2S1(=O)=O)N1CCN(Cc2ccc3c(c2)OCO3)CC1	109	95	nt	3	10	95	-7	nt	13
COc1cc(C(=O)NCC(C)C)cc(OC)c1OC	nt	nt	2	8	-14	nt	-4	-3	10
N#CC(C#N)C(c1ccsc1)c1c(-c2ccccc2)[nH][nH]c1=O (configuration not stated)	99	95	2	4	10	94	-6	-3	5
COc1ccc(OC)c(NC(=O)[C@H]2CC=CC[C@H]2C(=O)O)c1	nt	nt	nt	-5	-15	nt	-6	nt	15
Cc1ccc(NC(=S)NNC(=O)c2nn(C)cc2Cl)cc1	nt	nt	-4	4	-6	nt	-3	5	7
CCCn1cnc2c(=O)oc3ccccc3c21	102	106	4	0	-28	89	-4	-3	nt
Cc1cnnc2c1-c1nonc1CC2	99	101	-10	10	25	91	-1	12	4
Cc1cc(C)c(S(=O)(=O)N(CC(=O)O)C2CCCCC2)c(C)c1	92	96	nt	nt	nt	100	nt	nt	5
C=CCn1c(SCC(=O)c2cccs2)nc2sc(C)cc2c1=O	93	98	-19	22	-11	54	2	22	20
Cc1cc(S(=O)(=O)N2CCN=C2c2ccccc2)ccc1F	105	91	9	-4	0	94	-3	-6	1
COc1ccccc1-c1nnc(NC(=O)OCC(C)C)s1	91	111	-20	1	2	89	-3	20	3
Cc1cc(C)c(OC2(c3ccccc3)OC(=O)c3ccccc32)c(C)c1 (configuration not stated)	nt	nt	-9	-4	4	nt	0	10	5
COc1ccc(NC(=O)Nc2cccc(C)n2)cc1	94	94	nt	nt	nt	96	nt	nt	6
CSc1ccccc1-n1nnnc1SCC(=O)Nc1ccccc1C	97	97	6	-7	13	99	-4	-6	9
COc1ccc(-n2c(SCC(N)=O)nnc2-c2ccccc2F)cc1	nt	nt	0	3	8	nt	-5	0	-1
Cc1ccc(N(CC(O)CN2CCCC2)S(=O)(=O)c2ccc(C)cc2)cc1 (configuration not stated)	nt	nt	nt	-14	21	nt	-3	nt	46*
CCN(CC)c1ccc(/C=C/c2nc3ccccc3s2)cc1	nt	nt	13	4	66*	nt	13	-11	-3
COc1cc2c(cc1OC)CN(S(=O)(=O)c1ccc3c(c1)OCCO3)CC2	98	95	2	0	-3	94	-6	-4	23
COc1cccc(-c2csc(N3CCN(CC(=O)Nc4ccc5c(c4)OCO5)CC3)n2)c1	94	97	15	-3	-4	93	-7	-14	7
Cc1cc(C)nc(N(C#N)CC(=O)Nc2ccccc2)n1	96	90	1	-2	18	97	-1	-2	-3
O=C(CSc1nnnn1-c1ccccc1)Nc1ncc(Cc2cc(Cl)ccc2Cl)s1	nt	nt	9	5	-12	nt	-5	-6	9

Gathered by group: the entries above containing an NH in an aromatic ring.
SMILES	HUVEC inhibit	Lung fibro prol	sEH inh	PTPN22 act	S1P2 blocker	H69AR growth 86K	S1P2 ag	sEH activator	PostGolgi ctrl
O=c1cc(N2CCOCC2)[nH]c(=O)n1-c1ccc(Cl)cc1	93	104	nt	nt	1	95	0	nt	9
COc1cccc(/C=N/NC(=O)c2[nH]c(C)c(C(=O)N/N=C/c3cccc(OC)c3O)c2C)c1O	nt	nt	-1	-11	14	nt	-5	3	-5
Cc1cc(NC(=O)C2CCN(S(=O)(=O)c3cnc[nH]3)CC2)ccc1Br	92	100	nt	nt	nt	66	nt	nt	-1
CCc1cc(-c2n[nH]c(=S)n2C(C)c2ccccc2)cs1 (configuration not stated)	nt	nt	37	-3	-35	nt	-2	-36	27
N#CC(C#N)C(c1ccsc1)c1c(-c2ccccc2)[nH][nH]c1=O (configuration not stated)	99	95	2	4	10	94	-6	-3	5
